FXIIa inh 1536 – blocks human coagulation factor XIIa protease activity; P00748; purified FXIIa, Boc-QGR-AMC fluorogenic substrate, 2 h; inhibition, % at 5 µM; 0.3% of 220,000 active; AID 800; in the data active = inhibition above about 40%;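 note: 0% = enzyme with no compound and 100% = blank without enzyme; many of its hits are not listed in these tables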
FXIa inh 1536 – inhibitors of human coagulation factor XIa. P03951. purified FXIa, Boc-Glu-Ala-Arg-AMC fluorogenic substrate. inhibition, % at 5 µM. 0.14% of 220,000 active. AID 798;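 active = inhibition of at least 40%; inactive = inhibition below 40%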;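 note: fluorescence of freed AMC excited at 355 nm; 0% = enzyme without compound and 100% = no enzyme blank; many of its hits are not listed in these tables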
Hck Nef HTS – blocks Nef-activated human Hck kinase; P08631; 0.68% of 220,000 active; AID 463187; Recombinant Hck-YEEI plus Nef, Z-Lyte FRET kinase assay; inhibition, % at 20 µM;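 active = Hck-Nef kinase inhibition above about 50%, limit read from the data; inactive = inhibition below that limit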;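 note: 0% = DMSO with Hck plus Nef and 100% = Hck alone without Nef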
Thrombin inh – inhibitors of human thrombin | inhibition, % at 5 µM | 0.26% of 220,000 active | alpha-thrombin, Boc-VPR-AMC fluorogenic substrate cleavage;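 active = inhibition at or above 40%; inactive = inhibition below 40%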;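 note: 0% = enzyme with no compound and 100% = wells without enzyme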
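System: human alpha-thrombin protein; Compound dosing: one concentration per compound, 5 µM, with 0.2% DMSO; Timing: reaction at room temperature; Technique: AMC fluorescence, 355/460 nm; Controls: enzyme without compound as high, wells lacking enzyme as low.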
KLK5 inh – inhibitors of human kallikrein 5; inhibition, % at 5 µM; 0.59% of 210,000 active; recombinant hK5, fluorogenic AMC substrate cleavage; Q9Y337;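 active = inhibition of 40% or more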;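 note: 0% = enzyme controls without compound and 100% = no-enzyme blanks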
Wee1 stabilizer – human Wee1 degradation inhibition, primary screen; P30291; HeLa Luc-Wee1K328M stability, luciferase luminescence; 100% = proteasome inhibitor MG132 effect; reporter increase, % at 5 µM; 1.2% of 220,000 active;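 active = activation above the mean of all tested compounds plus 3 SD, set per screening run, cut at about 8.8% in these data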;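 note: cells exposed to compound for 20 h before luminescence read; 0% = DMSO alone and 100% = MG132 at 30 µM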
Target sequence (P30291 whole entry K328M): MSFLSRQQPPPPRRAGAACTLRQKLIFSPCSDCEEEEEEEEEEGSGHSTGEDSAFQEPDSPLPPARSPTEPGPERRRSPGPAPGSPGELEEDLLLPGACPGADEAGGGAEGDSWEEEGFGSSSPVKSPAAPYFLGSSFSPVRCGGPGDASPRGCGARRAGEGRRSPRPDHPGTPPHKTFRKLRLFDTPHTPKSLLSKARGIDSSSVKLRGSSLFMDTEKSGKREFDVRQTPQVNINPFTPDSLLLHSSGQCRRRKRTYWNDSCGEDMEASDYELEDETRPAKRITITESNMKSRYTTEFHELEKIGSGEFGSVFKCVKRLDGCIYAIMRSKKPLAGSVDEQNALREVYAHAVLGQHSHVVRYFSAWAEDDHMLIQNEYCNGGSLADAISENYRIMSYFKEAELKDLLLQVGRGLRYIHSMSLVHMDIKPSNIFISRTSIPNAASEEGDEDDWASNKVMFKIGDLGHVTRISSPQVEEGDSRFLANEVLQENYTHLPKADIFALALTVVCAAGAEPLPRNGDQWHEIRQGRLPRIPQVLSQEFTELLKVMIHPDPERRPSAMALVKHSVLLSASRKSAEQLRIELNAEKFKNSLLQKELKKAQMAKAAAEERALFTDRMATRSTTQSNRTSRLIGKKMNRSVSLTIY
Runt-CBFb FRET – inhibitors of human RUNX1 Runt domain binding to CBFb; inhibition, % at 20 µM; Cerulean-Runt/Venus-CBFb FRET ratio 530/480, 1 h; 0.46% of 220,000 active; Q01196+Q13951;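 active = inhibition over about 50% at 20 µM in the single-dose screen, limit read from the data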;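 note: 0% = DMSO wells and 100% = excess unlabeled CBFb competitor control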
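System: Cerulean-labeled Runt domain protein | Quantity: 100 nM of each labeled protein | Schedule: 1 h compound exposure, room temperature | Detection: Fluorescence energy transfer, 422 nm excitation, 530/480 nm emission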
14-3-3 Bad inh – disrupts binding of bovine 14-3-3 zeta to phospho-Bad peptide | P63103 | TR-FRET 14-3-3zeta/Dy647-pBad peptide displacement, 1 h | inhibition, % at 21.7 µM | 0.71% of 220,000 active | AID 781;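 active = inhibition above about 70%, limit read from the data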;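 note: 0% = full 14-3-3 plus peptide FRET controls and 100% = background without 14-3-3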
Target sequence (P63103 whole entry, looked up): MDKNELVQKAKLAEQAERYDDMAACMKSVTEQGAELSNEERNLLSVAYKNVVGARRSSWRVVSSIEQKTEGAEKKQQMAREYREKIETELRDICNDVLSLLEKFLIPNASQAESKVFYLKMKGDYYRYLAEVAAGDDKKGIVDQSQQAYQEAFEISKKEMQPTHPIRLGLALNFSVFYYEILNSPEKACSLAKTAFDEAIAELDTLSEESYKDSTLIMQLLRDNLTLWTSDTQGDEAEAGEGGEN
Runt-SMMHC FRET – Runt domain-CBFb-SMMHC interaction inhibition | Cerulean-Runt/Venus-CBFb-SMMHC FRET ratio 530/480, 1 h | 0.74% of 220,000 active | inhibition, % at 20 µM | Q01196+Q13951;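 active = mean inhibition across duplicate retests at 20 µM reaching about 50%, limit read from the data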;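 note: 0% = DMSO wells and 100% = wells with excess untagged CBFb-SMMHC; inhibitors lower the FRET ratio by blocking Runt binding to CBFb-SMMHC; some results filed as inactive read as strong as hits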
Active calls of the source: *; . = not tested or not shown; [ ] = dose if it differs, or a comment.

nr	compound	FXIIa inh 1536	FXIa inh 1536	Hck Nef HTS	Thrombin inh	KLK5 inh	Wee1 stabilizer	Runt-CBFb FRET	14-3-3 Bad inh	Runt-SMMHC FRET
1	CC(=C1C(=O)c2ccccc2C1=O)N1CCC(C(N)=O)(N2CCCCC2)CC1	15	5	-9	0	-6	-2	1	-2	0
2	COc1ccc(-c2nc(-c3cccc([N+](=O)[O-])c3O)cc(=O)o2)cc1OC	9	4	17	-6	-4	2	-1	6	4
3	CCOC(=O)C(/C=C(\C#N)C(=O)OCC)=C(/N)N1CCN(c2ccc(OC)cc2)CC1	13	2	1	4	-2	0	-2	-4[fluorescence artefact?]	0
4	CN(C)S(=O)(=O)c1ccc(C(=O)Nc2ccc(CN3CCCC3)cc2)cc1	-2	-6	0	-3	1	0	0	9	-5
5	C=CCn1c(SCC(=O)Nc2ccccc2C)nc2sc(C)c(C)c2c1=O	9	2	22	1	-6	4	-2	-8[fluorescence artefact?]	-2
6	CCOc1ccccc1NC(=O)COC(=O)C1CC1	3	-6	-11	-6	-6	7	0	3	0
7	Oc1cccc(/C=N/N2CCN(c3ccccn3)CC2)c1	2	-2	12	-5	-2	-2	-2	-3	-3
8	O=C(COC(=O)CCCN1C(=O)c2cccc3cccc(c23)C1=O)Nc1cccc(C(F)(F)F)c1	7	0	5	-4	-7	1	-12	-3	-7
9	COC(=O)c1sc(NC(=O)c2ccc(Cn3cc(Cl)cn3)o2)c(C#N)c1C	9	2	4	-4	-17	5	14	53	32
10	CCc1cccc2c(C(=O)CSc3nnc(-c4ccncc4)n3C)c[nH]c12	10	6	6	1	8	-1	-2	7	-4
11	COc1ccccc1OCC(=O)O/N=C(\N)c1ccccn1	21	6	12	-10	0	2	2	-1	-1
12	CCOC(=O)C1=C(c2ccccc2)N=c2s/c(=C\c3cc(OC)c(OC)c(OC)c3)c(=O)n2C1c1cccs1 (centres undefined)	30	23	0	14	-11	1	-116	7	-364
13	COC(=O)CNC(=O)CN1C(=O)N(c2ccccc2)C(N(O)C(=O)Nc2ccccc2)C1(C)C (centres undefined)	20	-2	1	3	-2	-3	0	-7	-1
14	NNC(=O)c1cccc(COc2ccc(Br)cc2)c1	2	-5	0	-10	11	-2	1	3	3
15	COc1ccc(C(=O)N2CCC(=O)N(C(CO)Cc3ccccc3)CC2)cc1 (centres undefined)	17	7	3	0	-8	-4	1	-7	2
16	COC(=O)c1sccc1NC(=O)/C=C/C(=O)O	1	4	-3	1	-10	-1	1	-7	2
17	O=c1[nH]n(-c2ccc(Cl)cc2)c(=O)c(Cl)c1Cl	19	3	1	2	-5	-1	2	50	-4
18	CCOc1ccc(-n2c(SCC(=O)Nc3nccs3)nnc2-c2ccoc2C)cc1	8	1	16	-2	0	0	-1	-2	2
19	O=C(CN1CCOCC1)Nc1scc2c1c(=O)oc1ccccc12	9	0	27	-1	2	5	3	7	-5
20	O=C(COc1ccc(Cl)cc1)NNC(=O)C(=O)N1CCCCC1	13	-16	-2	-1	5	-1	2	7[fluorescence artefact?]	-7
21	CN(C)c1ccc(/C=N/Nc2cc(N3CCOCC3)nc(N3CCOCC3)n2)cc1	-5	7	0	2	-17	-1	-2	0	8
22	CC1CC(C)CN(C(=O)CSc2nc3ccsc3c(=O)n2Cc2ccccn2)C1 (centres undefined)	-16	-10	-1	4	-2	-2	11	4	1
23	CC1(C)CCN(Cc2ccccc2)C1CC#N (centres undefined)	7	10	1	5	-16	-1	0	71*	0
24	Nc1nc(N)c(Cc2ccc(Cl)cc2Cl)c(N)n1	-4	-9	-10	1	-19	2	1	-1	-3
25	COC(=O)c1[nH]c2ccc(F)cc2c1NC(=O)CCN1CCN(Cc2ccc3c(c2)OCO3)CC1	-17	-24	2	-5	-29	-1	-2	.	2
26	Cc1ccnc(NC(=O)CCC(=O)N(CC(=O)NC2CCCCC2)Cc2cccs2)c1	3	3	18	.	-2	-4	0	1	2
27	CCOc1ccc(CCNC(=O)C(C)n2nc(C)n3c(cc4occc43)c2=O)cc1OCC (centres undefined)	13	5	0	1	-2	6	-2	12	0
28	Cc1cccc(NC(=O)NCc2ccc3[nH]c(C)cc3c2)c1	13	0	10	-4	3	1	-7	-7	-2
29	Cc1cc(C)n(C2CCCCC2OC(=O)c2ccccc2)n1 (centres undefined)	-4	-3	-8	-6	9	1	2	0	2
30	COc1ccc(-c2nn(-c3ccccc3)cc2/C=N/NC(=O)c2ccc(Br)o2)cc1	-4	3	0	3	7	3	-2	-10[fluorescence artefact?]	-3
31	CCCNC(=O)NCCc1c(C)[nH]c2ccccc12	12	0	0	-1	-12	6	0	1	-1
32	Nc1nc(N)c2c(ccc3nccc32)[nH]1	-15	-19	0	-17	-13	-3	1	25	-1
33	O=C1c2ccccc2C(=O)N1CCCCSc1nc2ccccc2o1	16	-1	1	0	-4	0	-1	2	-5
34	CC(C)c1ccc(O)c(NC(=S)NC(=O)c2cccnc2)c1	41*	20	-6	3	.	-1	5	-10	2
35	CCCCNS(=O)(=O)c1ccc(NC(=O)Cc2ccc(OC)cc2)cc1	6	-6	1	-10	-3	-2	-1	7	-1
36	Cc1nnc(SC(C(=O)c2ccccc2)c2ccccc2)[nH]c1=O (centres undefined)	10	0	28	0	1	0	0	-3	-2
37	O=C(C(Cc1ccccc1)n1cccc1)N1CCN(Cc2ccccc2)CC1 (centres undefined)	25	17	-1	-5	-21	-2	2	-4	-5
38	Cc1cc(C)cc(-c2nnc(SCC(=O)N3CCN(C(=O)c4ccco4)CC3)o2)c1	16	5	3	-1	-10	0	-111	-5	6
39	NC(=S)NC(=O)/C=C/c1ccccc1	7	-1	31	-1	3	-2	2	-15	-1
40	O=C1/C(=C/c2ccco2)Oc2c1ccc(O)c2CN1CCCCC1	15	10	1	-1	-11	0	11	-9[fluorescence artefact?]	-35
41	O=C(Nc1ccc(F)cc1)C1CC(=O)n2ncnc2N1 (centres undefined)	-8	0	22	-8	-9	2	1	1	0
42	C=CCOc1ccc(C2NC(=O)NC(C)=C2C(=O)OC)cc1 (centres undefined)	11	15	1	-14	-3	-1	0	-1	-1
43	Cn1cc(S(=O)(=O)CC(=O)N2CCCc3ccccc32)c2ccccc21	6	-2	11	-2	-13	2	0	6	1
44	COC(=O)CC1=NN(c2ccc(OC)cc2)C(=O)C1	2	-5	18	-9	-5	12*	-2	-12	-8
45	Nc1nc(CSc2nc3ccccc3[nH]2)cs1	18	8	2	-3	1	1	0	5	7
46	Cc1ccc(NC(=O)c2nnn(CC(=O)Nc3ccccc3)c2N)cc1C	0	-20	2	-6	-25	-2	-3	5	2
47	CCOC(=O)c1c(C)nc2ncccn12	5	-3	1	0	-8	-1	1	-4	-3
48	Cc1sc(NC(=O)c2ccco2)c(CN2CCN(c3ccccc3)CC2)c1C	18	5	22	4	-4	0	1	80*	-1
49	CCOc1ccc(NC(=O)c2cc(C)nc3ccccc23)cc1	4	-11	12	-20	-4	-1	-1	-3	2
50	CCn1cc(Cl)c(C(=O)N2N=C3/C(=C/c4cccs4)CCCC3C2c2cccs2)n1 (centres undefined)	15	5	-10	2	-7	0	-4	5	-8
51	O=C1C2C3C=CC(C3=C3CCCCC3)C2C(=O)N1c1ccccc1 (centres undefined)	8	-7	2	-4	-25	-1	4	-8	4
52	O=C(NCc1cccs1)Nc1cc(Cl)ccc1Cl	1	-2	2	-10	.	-3	2	-1	-4

In the list so far, 10 have a thiophene ring, fused or not:
nr	compound	FXIIa inh 1536	FXIa inh 1536	Hck Nef HTS	Thrombin inh	KLK5 inh	Wee1 stabilizer	Runt-CBFb FRET	14-3-3 Bad inh	Runt-SMMHC FRET
5	C=CCn1c(SCC(=O)Nc2ccccc2C)nc2sc(C)c(C)c2c1=O	9	2	22	1	-6	4	-2	-8[fluorescence artefact?]	-2
9	COC(=O)c1sc(NC(=O)c2ccc(Cn3cc(Cl)cn3)o2)c(C#N)c1C	9	2	4	-4	-17	5	14	53	32
12	CCOC(=O)C1=C(c2ccccc2)N=c2s/c(=C\c3cc(OC)c(OC)c(OC)c3)c(=O)n2C1c1cccs1 (centres undefined)	30	23	0	14	-11	1	-116	7	-364
16	COC(=O)c1sccc1NC(=O)/C=C/C(=O)O	1	4	-3	1	-10	-1	1	-7	2
19	O=C(CN1CCOCC1)Nc1scc2c1c(=O)oc1ccccc12	9	0	27	-1	2	5	3	7	-5
22	CC1CC(C)CN(C(=O)CSc2nc3ccsc3c(=O)n2Cc2ccccn2)C1 (centres undefined)	-16	-10	-1	4	-2	-2	11	4	1
26	Cc1ccnc(NC(=O)CCC(=O)N(CC(=O)NC2CCCCC2)Cc2cccs2)c1	3	3	18	.	-2	-4	0	1	2
48	Cc1sc(NC(=O)c2ccco2)c(CN2CCN(c3ccccc3)CC2)c1C	18	5	22	4	-4	0	1	80*	-1
50	CCn1cc(Cl)c(C(=O)N2N=C3/C(=C/c4cccs4)CCCC3C2c2cccs2)n1 (centres undefined)	15	5	-10	2	-7	0	-4	5	-8
52	O=C(NCc1cccs1)Nc1cc(Cl)ccc1Cl	1	-2	2	-10	.	-3	2	-1	-4
